Vif imaging: HIV Vif inhibition. HEK293T cells, Vif self-association by quenched fluorescence, imaging, 24 h. inhibition, % at 7.49 µM. 340,000 tested, 0.35% active; in the data active = inhibition above about 50%, passing the limit was not always enough; inconclusive = no clear call, values can overlap the other calls; inactive = below about 31%; also: some results filed as inactive read as strong as hits
MC4R ag barr: agonists of human melanocortin 4 receptor (MC4R) beta-arrestin; AID 540308; activation, % at 8.9 µM; P32245; U2OS MC4R beta-arrestin complementation, luminescence; percent of melanotan II response, DMSO zero; 360,000 tested, 0.98% active;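 active = activation above a per-plate cutoff, the mean activation of sample wells on that plate plus 3 SD, cut at about 8% in these data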
ABCB6 inh MLPCN: inhibitors of human ABC transporter ABCB6. Q9NP58. fluorescence ratio to DMSO, % at 10 µM. K562-ABCB6 porphyrin accumulation, flow cytometry, 1 h; stronger effect = lower value. 360,000 tested, 0.19% active;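 active = fluorescence ratio to DMSO below 75%, the collection mean minus 3 SD; inconclusive = too few cells collected in the well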;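 also: signal is porphyrin accumulated inside mitochondria; 100% equals median channel fluorescence of DMSO control wells; lower ratio means ABCB6 inhibition with less porphyrin fluorescence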
aDG glyco up: increases alpha dystroglycan glycosylation; Pro5-aDG cells, alpha-DG glycosylation AlphaScreen (IIH6); 0% Pro5, 100% B10-LARGE cell signal; activation, % at 10 µM; 360,000 tested, 0.22% active;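 active = activation of at least 8% versus controls, or a plate z-score of at least 8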;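 also: Pro5 are CHO cells carrying HIG-tagged alpha-DG that lacks glycosylation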
Cardio protect: modulators protecting cardiomyocytes from myocardial damage; protection from H2O2 cell death, % at 20 µM; AID 588492; H9c2 cardiomyocytes, H2O2 injury protection, ATPLite, 2 h; 360,000 tested, 0.63% active;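 active = compounds giving at least 50% protection of heart cells from peroxide-induced death in the single-dose screen, raw or plate-pattern-corrected value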;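 also: 0% = DMSO wells with peroxide and 100% = DMSO wells without peroxide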
MC4R antag cAMP: blocks human MC4R cAMP signaling; P32245; MC4R-expressing cells, MTII-stimulated cAMP, LANCE TR-FRET; inhibition, % at 6.5 µM; 360,000 tested, 0.48% active; AID 540295;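 active = inhibition above its plate's cutoff, the mean of tested wells on that plate plus 3 SD, cut at about 29% in these data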;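 also: 0% = Melanotan II alone and 100% = Melanotan II plus saturating MCL0020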
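Material: U2OS-MC4R stable cell line | Reagent: Melanotan II challenge after compound preincubation | Doses: One concentration, 6.5 µM nominal | Incubation: 30-min compound preincubation, 1-h Melanotan II challenge, 1-h detection, room temperature | Signal: TR-FRET cAMP assay | Replicates: One well per compound, no replicates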
Glyco luc inh: N-linked glycosylation inhibition. D54 ERlucT glycosylation luciferase reporter, 24 h; percent of 100 nM tunicamycin response. reporter increase, % at 12.5 µM. 360,000 tested, 0.23% active. AID 588692;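 active = mean luciferase reporter signal, scaled so untreated is 0 and the glycosylation-blocking control 100, at or above a set limit in every replicate; inconclusive = mean reaches the limit but not every replicate does; inactive = mean below the limit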;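 also: luciferase carries N-glycosylation sites so blocking glycosylation raises the light; 0% = median of neutral control wells and 100% = median of 100 nM tunicamycin wells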
HTR2A ag: agonists of mouse serotonin 5-HT2A receptor (HTR2A). CHO-K1 mHTR2A beta-arrestin complementation, luminescence; percent of 30 µM serotonin response. activation, % at 7.6 µM. AID 624169. 360,000 tested, 0.66% active. P35363;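 active = activation above a run cutoff, the mean activation of all tested compounds plus 3 SD, cut at about 14% in these data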;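 also: 0% = plate median of compound wells and 100% = 30 µM serotonin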
Target sequence (P35363 whole entry, looked up): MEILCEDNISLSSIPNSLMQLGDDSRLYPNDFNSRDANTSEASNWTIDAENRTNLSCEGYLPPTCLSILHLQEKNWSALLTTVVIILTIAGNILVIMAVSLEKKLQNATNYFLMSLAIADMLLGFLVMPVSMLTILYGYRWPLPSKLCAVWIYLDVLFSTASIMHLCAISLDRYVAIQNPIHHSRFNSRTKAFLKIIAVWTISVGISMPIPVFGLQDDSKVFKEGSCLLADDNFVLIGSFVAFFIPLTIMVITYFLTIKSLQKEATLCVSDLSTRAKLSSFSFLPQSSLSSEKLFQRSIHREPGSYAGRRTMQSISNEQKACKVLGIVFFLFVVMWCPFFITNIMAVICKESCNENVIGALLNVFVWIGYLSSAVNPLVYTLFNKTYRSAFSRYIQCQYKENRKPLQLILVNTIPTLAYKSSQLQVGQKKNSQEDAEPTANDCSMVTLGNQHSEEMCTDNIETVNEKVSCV
CaV13 ICDI inh: Primary screen for inhibitors of IQ motif and Ca2+-dependent inactivation inhibitor domain binding in CACNA1D, Förster resonance energy transfer in living cells, …; inhibition, % at 12.3 µM; AID 743397; 340,000 tested, 0.098% active; HEK cells, CFP/YFP FRET ICDI-IQ, plate reader, 10 min; percent FRET-ratio fall versus neutral wells;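 active = mean replicate inhibition of at least 30% and at least 1% of replicates passing that level; inconclusive = only one of the two criteria is met; inactive = neither criterion is met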;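 also: 0% = median of the neutral control wells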
PDI turbidity: inhibitors of human protein disulfide isomerase | P07237 | PDI insulin aggregation turbidity, A650, 90 min | inhibition, % at 10 µM | 350,000 tested, 0.052% active;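 active = mean inhibition across replicates of 30% or more, whatever share of single replicates reach that level; inconclusive = mean inhibition below 30% while every single replicate reaches 30%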;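 also: absorbance from insulin aggregation driven by PDI reduction with DTT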
Target sequence (P07237 whole entry, looked up): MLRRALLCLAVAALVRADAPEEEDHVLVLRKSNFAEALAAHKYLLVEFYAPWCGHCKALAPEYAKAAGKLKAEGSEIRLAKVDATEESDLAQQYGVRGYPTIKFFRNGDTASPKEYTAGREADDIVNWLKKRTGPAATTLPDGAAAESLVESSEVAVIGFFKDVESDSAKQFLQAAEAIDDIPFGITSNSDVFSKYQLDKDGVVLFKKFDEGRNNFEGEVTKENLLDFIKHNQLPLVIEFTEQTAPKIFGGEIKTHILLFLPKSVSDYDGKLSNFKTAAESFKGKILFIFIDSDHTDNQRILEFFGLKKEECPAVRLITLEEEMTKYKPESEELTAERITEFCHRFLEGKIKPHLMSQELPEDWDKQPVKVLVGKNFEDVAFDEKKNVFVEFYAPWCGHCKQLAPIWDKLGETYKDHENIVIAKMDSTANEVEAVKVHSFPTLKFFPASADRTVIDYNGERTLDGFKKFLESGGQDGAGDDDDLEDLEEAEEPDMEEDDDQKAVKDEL
* = called active by the depositor; ? = inconclusive; / = not tested or not shown.

SMILES	Vif imaging	MC4R ag barr	ABCB6 inh MLPCN	aDG glyco up	Cardio protect	MC4R antag cAMP	Glyco luc inh	HTR2A ag	CaV13 ICDI inh	PDI turbidity
CC(=O)Nc1ccc(Nc2nnc(-c3ccc(C)c(S(N)(=O)=O)c3)c3ccccc23)cc1	/	-2.0	181	-0.1	-2	6	0	-5	-19	-3
O=C1OC(c2ccccc2)=C/C1=C/c1cccs1	4	7.0	102	-0.1	-24	11	1	-2	-1	14
Cc1ccc([N+](=O)[O-])cc1NC(=O)CCSc1ccc(Cl)cc1	0	-1.0	99	0.3	-14	-1	-1	-9	/	-2
COc1ccc(NC2(c3ccc(Cl)cc3)C(=O)c3ccccc3C2=O)cc1	/	-1.7	103	0.0	3	0	-1	-5	-5	5
Cn1nc(-c2ccccc2)cc1NC(=O)C1CCCCC1	-4	0.7	98	0.1	0	-2	-1	3	-5	-1
CCOC(=O)c1c(-c2cc(OC)c(OC)c(OC)c2)csc1N	-3	-1.6	96	0.1	-1	1	13	-2	-6	5
CCN(C(=O)c1cnc(NC(C)C)cc1C(F)(F)F)c1ccc(Cl)cc1Cl	-22	1.4	99	0.4	-2	1	0	0	-4	11
CCN(CC)c1nc(N2CCOCC2)c(C#N)c2c1CN(C)CC2	-10	-1.3	95	-0.4	3	-1	0	-9	/	0
COc1ccc(/C=N/NC(=O)OC(C)(C)C)cc1OC	10	-0.1	93	-0.1	6	7	0	7	-6	9
Cc1[nH]n(C(N)=S)c(=O)c1N=Nc1ccccc1C(F)(F)F	5	-3.4	92	-0.1	-4	2	2	5	-7	10
Cc1ccc(C)c(S(=O)(=O)Nc2ccc(S(=O)(=O)Nc3onc(C)c3C)cc2)c1	8	-1.0	101	-0.3	2	17	-1	7	/	0
COc1ccc(C(=O)c2ccc3oc(-c4ccc(OC)cc4)c(C#CCCO)c3c2)cc1	-1	4.3	101	0.3	-10	12	-1	-2	-11	-13
Cc1ccc(-n2ncc3c(=O)[nH]c(SCC(=O)N4CCC(C)CC4)nc32)cc1C	1	0.8	101	-0.2	12	6	2	5	-6	13
O=C(CNC(=O)Cc1ccccc1)NCC(=O)OCC(=O)c1ccc(F)cc1	15	1.9	95	-0.1	-1	18	1	1	-2	-4
Fc1cccc(-c2c(-c3ccccc3)ncc3cc(F)ccc23)c1	/	0.7	93	0.0	-9	-2	2	-4	-10	5
CCOC(=O)C1=C(c2ccccc2)NC(SCC(=O)Nc2ccccc2C)=C(C#N)C1c1ccco1 (stereo not drawn)	-11	0.6	104	0.0	-6	18	-3	-4	-4	1
COC(=O)C1=NN(c2ccc(C)cc2)C2(S1)SC(C(C)=O)=C(C)N2c1ccccc1 (stereo not drawn)	-3	-1.1	101	0.2	-5	-1	0	1	-6	-7
O=C(N=C1SC2CS(=O)(=O)CC2N1CCc1ccccc1)C1CC1 (stereo not drawn)	-5	-1.4	104	-0.3	6	4	-1	10	-14	-6
Cc1cc(C)c(C)c(S(=O)(=O)N[C@@H](C)C(=O)OCC(=O)NC2CCCC(C)C2C)c1C (stereo partly drawn)	?	3.0	99	0.0	-8	8	5	5	-2	12
O=C(O)CC/C(=C/c1cccc(NC(=O)c2ccccc2Cl)c1)c1nc2ccccc2s1	1	-1.6	98	-0.3	6	3	1	6	-7	18
COc1ccc(CNC(=O)Cn2cccc2C(=O)c2ccccc2)cc1	-1	-0.6	99	0.1	-2	10	-1	8	-6	5
Fc1ccc(-n2c(-c3cc(C4CC4)[nH]n3)n[nH]c2=S)cc1Cl	8	3.0	108	0.0	-2	-3	-1	1	-4	3
COC(=O)/C(C#N)=C/c1c(N2CCN(c3ccccc3)CC2)nc2c(C)cccn2c1=O	-9	-0.5	97	-0.1	10	8	-1	1	-8	-9
CNc1ccc(-c2cccc([N+](=O)[O-])c2)cn1	1	0.7	94	-0.3	-3	12	1	-4	-5	-1
COc1ccc(N2CCN(Cc3nc4c(c(=O)n(C)c(=O)n4C)n3CCc3ccccc3)CC2)cc1	-6	0.8	93	-0.2	7	-2	1	-1	-6	/
COc1ccc(C(=O)NCc2ccc3c(c2)OCO3)cc1S(=O)(=O)N(C)Cc1ccccc1	3	-1.2	98	0.0	-3	-1	-2	-6	-17	5
N#CC1=C(N)OC2=C(C(=O)CCC2)C1c1cccs1 (stereo not drawn)	4	1.4	93	0.2	2	1	0	-1	-7	-2
CC1CCCC(NC(=O)COC(=O)c2ccc3c(c2)OCCO3)C1C (stereo not drawn)	10	0.1	99	-0.2	1	0	1	2	-6	2
CCC(OC(=O)c1ccco1)C(=O)NCc1ccc(OC)cc1 (stereo not drawn)	6	-1.2	96	-0.1	1	13	0	0	-20	-6
CS(=O)(=O)N1CCc2cc(-c3csc(NC(=O)Cc4ccccc4)n3)ccc21	-8	-1.3	94	0.1	-2	14	-11	4	/	-1
COc1cc(CN2CCC(C(=O)NC3CCCC3)CC2)cc(OC)c1O	0	-1.6	101	0.1	1	0	0	-5	-4	7
Oc1cccc(N2Cc3ccccc3C2)c1	4	-1.2	99	0.1	0	4	-1	2	/	2
CS(=O)(=O)N(CC(O)CON=C1c2ccccc2-c2ccccc21)c1ccc(F)cc1 (stereo not drawn)	-8	1.1	99	-0.1	19	13	-3	-3	-7	-4
COc1ccc(F)cc1S(=O)(=O)NCC(=O)NCc1cc(=O)n(C)c(=O)n1C	1	1.7	99	0.0	2	14	1	-1	-16	3
O=C(NNC(=O)c1ccc([N+](=O)[O-])o1)c1ccccc1	-4	0.5	90	1.1	8	-13	-4	6	/	-1
CN(C)c1ccc(Nc2cc(Cl)ncn2)cc1	-7	0.5	96	0.1	-1	-12	-1	-1	-1	14
Cc1cc(NC(=O)CSc2nnc(-c3ccccc3F)n2C)no1	-3	-1.1	102	-0.1	3	1	0	1	-2	7
CCCN(CCC)C1CC(=O)N(Cc2ccccc2)C1=O (stereo not drawn)	11	-1.2	103	0.4	0	10	2	-1	/	3
O=C(Nc1cccc(C(F)(F)F)c1)c1csc([C@H]2C[C@H](O)[C@@H](CO)O2)n1	/	0.0	101	-0.3	-3	12	0	1	-6	-4
CCCSc1ccc(C(=O)Nc2ccc(Cl)cc2)cn1	-12	4.8	94	0.1	-10	-5	0	13	0	-7
O=C(NCc1ccco1)NC1CCCCC1	-15	1.7	99	-0.4	3	6	0	0	0	6
COc1ccc2nc(C)cc(SCC(=O)N/N=C/c3ccccc3)c2c1	-5	-1.9	98	0.9	4	-11	1	-7	-5	5
CCOC(=O)c1c(NC(=O)CSc2nc3ccc(OC)cc3[nH]2)sc2c1CC(C)(C)NC2(C)C	/	-1.4	101	1.0	-17	3	-7	-8	-6	1
CC(=O)NS(=O)(=O)c1ccc(N=NN2CCCCCC2)cc1	4	0.4	97	0.2	0	-2	4	6	-4	11
O=C(N/N=C/c1ccc([N+](=O)[O-])s1)c1cccc(Br)c1	/	-1.9	98	8.9*	10	-7	/	-3	-9	-7
O=C(NC1CCCCC1)[C@@H]1CSC2c3ccccc3C(=O)N21 (stereo partly drawn)	-3	0.3	98	0.4	-3	2	-1	6	-7	1
CC(=O)Nc1ccc(NC(=O)CSC2=NS(=O)(=O)c3cc(Cl)ccc3N2)cc1	-4	-3.7	56*	-0.1	-2	3	1	-8	-2	6
O=S(=O)(NCc1nnc2ccccn12)c1ccc(F)cc1	-5	-1.9	101	-0.4	0	6	1	4	-1	1
Cn1sc(NC(=O)c2ccccc2Cl)nc1=O	2	-1.1	90	0.0	-4	-1	0	1	-5	9
CCC(C)NC(=S)N(Cc1cc2cc(C)ccc2n2nnnc12)CC(C)(C)NC(C)C (stereo not drawn)	-7	-0.8	93	-0.1	11	9	-2	-5	-20	-8
Cn1nccc1C(=O)NC1CCCc2c1cnn2-c1ccc(F)cc1F (stereo not drawn)	-12	0.3	102	5.0*	-14	3	-1	3	/	3
O=C1OCCN1C(=O)[C@H]1[C@H](c2ccc([N+](=O)[O-])cc2)C(c2cccc(Cl)c2)=NN1c1ccccc1	12	-2.9	99	0.0	27	4	2	-6	-4	-1
CC(C)n1ncc2c(C(=O)N3CCN(c4ccc(F)cc4)CC3)cc(-c3ccccc3)nc21	2	1.9	103	0.6	0	-1	-2	-4	-5	5
COc1cccc(-c2nn(-c3ccccc3)cc2CN(C)Cc2c(C)nc3ccccn23)c1	-8	-1.6	107	0.6	2	3	-3	-7	-5	9
CCOP(=O)(c1ccc(N(C)C)cc1)C(O)c1ccc(Cl)cc1 (stereo not drawn)	3	-0.6	94	-0.1	4	10	-1	-3	/	-1
Cn1cccc1C(=O)/C(C#N)=C/c1ccc(F)cc1	0	1.3	97	0.1	-5	8	1	6	-9	4
O=C(CSc1nnc(-c2ccc(O)cc2)o1)NNC(=O)c1ccncc1	-4	0.3	96	-0.1	10	4	-1	-2	-4	20
CCCCNC(=O)COC(=O)c1cc(F)c(F)cc1Cl	11	-1.1	104	-0.2	-2	9	2	5	-7	-40
CS(=O)(=O)c1ncc(CO)n1Cc1ccccc1	-3	-1.5	102	-0.3	1	-2	4	1	-16	-8
O=C(C[C@H]1C/C=C\C[C@H](Cc2ccc(F)cc2)C(=O)OCCNC1=O)NCCO	0	0.2	95	0.4	2	10	4	6	-4	8

More records.
SMILES	Vif imaging	MC4R ag barr	ABCB6 inh MLPCN	aDG glyco up	Cardio protect	MC4R antag cAMP	Glyco luc inh	HTR2A ag	CaV13 ICDI inh	PDI turbidity
O=c1[nH]cc(S(=O)(=O)c2ccccc2)[nH]1	3	-2.1	92	-0.2	-1	1	-2	9	-9	-8
CCCCN(C(=O)COC(=O)COc1c(C)cc(C)cc1C)c1c(N)n(CCC)c(=O)[nH]c1=O	9	-0.3	103	-0.1	0	2	4	2	-14	12
Nc1cccc(Oc2c(F)c(F)c(Oc3cccc(N)c3)c(F)c2F)c1	10	1.5	102	-0.2	-5	13	-3	-1	6	16
O=C(C1CCCN(Cc2ccc([N+](=O)[O-])cc2)C1)N1CCCCC1 (stereo not drawn)	-7	-1.3	96	-0.2	-2	5	1	-1	-21	3
O=C1N(C2CCCC2)C[C@@H]2C[C@@H](c3cccn3-c3nccs3)N3CCC[C@@]123	4	1.5	110	0.6	4	14	1	-2	0	0
COc1ccccc1C(=O)n1nc(-c2ccco2)nc1SC	-4	-0.9	98	-0.1	16	-4	5	-4	4	-4
C[C@H](CO)N1C[C@H](C)[C@@H](CN(C)S(C)(=O)=O)Oc2c(NC(=O)Nc3ccc4c(c3)OCO4)cccc2C1=O	2	-0.5	100	1.3	-2	11	0	7	-7	-1
O=C(O)Cn1c(SCCOc2ccc(Cl)cc2)nc2ccccc21	0	-0.4	100	-0.1	4	-2	-1	5	1	5
Cc1cc(=O)c2c(N(C)C)cccc2[nH]1	-3	-1.8	108	1.3	-15	11	3	-3	-8	-4
